Source: PubChem
IDH1 R132H inh = blocks human mutant IDH1 R132H enzyme. IDH1-R132H enzyme, NADPH consumption, diaphorase/resazurin fluorescence. Potency, µM (doses to about 76.6 µM), without a hit: top-dose activity change, negative = inhibition, hits mostly inhibitors. actives 0.093% (n = 390,000). AID 602179; note: potency is the fitted concentration of half-maximal effect; % is set by controls: 0 for no effect and ±100 for the full control effect; nearly all actives have a fitted effect of over 65% in size
Target sequence (O75874 whole entry R132H, stated change not applied): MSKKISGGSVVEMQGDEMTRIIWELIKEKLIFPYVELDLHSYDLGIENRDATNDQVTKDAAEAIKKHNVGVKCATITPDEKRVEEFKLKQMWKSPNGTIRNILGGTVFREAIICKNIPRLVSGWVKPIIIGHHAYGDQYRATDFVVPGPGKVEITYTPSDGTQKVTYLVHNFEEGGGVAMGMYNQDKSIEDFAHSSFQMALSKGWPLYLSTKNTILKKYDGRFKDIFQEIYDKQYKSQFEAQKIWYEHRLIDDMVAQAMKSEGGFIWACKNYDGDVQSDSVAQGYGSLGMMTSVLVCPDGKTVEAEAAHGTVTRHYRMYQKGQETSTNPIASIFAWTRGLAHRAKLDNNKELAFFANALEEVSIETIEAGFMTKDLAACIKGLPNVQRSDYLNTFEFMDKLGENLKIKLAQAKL
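IDH1-R132H (0.5 ug/mL dispensed) in pH 7.5 Tris buffer was preincubated 30 min with compound, then given a substrate mix of 0.016 mM NADPH and 2 mM alpha-KG for 80 min at room temperature; remaining NADPH was read by diaphorase/resazurin fluorescence.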
D2 ag = agonists of human D2 dopamine receptor; P14416; HEK293 T-REx D2 cells, calcium flux agonist mode; activation, % at 2 µM; actives 0.53% (n = 340,000);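 active = activation over 3 SD above normal in the single-dose calcium agonist read, cut at about 30% in these data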; note: 0% is about no effect
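Agonism is scored from calcium flux in a force-coupled, inducible HEK293 cell line expressing D2, read kinetically for 180 s after compound addition against dopamine controls.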
TRHR enhancer = allosterically enhances the human TRH receptor; P34981; TRHR cells, fluo-8 calcium fluorescence, EC20 TRH enhancement; enhancement, % at 2 µM; actives 0.66% (n = 360,000); AID 493056; in the data active = enhancement above about 30%; note: 0% is about no effect
Target sequence (P34981 whole entry, looked up): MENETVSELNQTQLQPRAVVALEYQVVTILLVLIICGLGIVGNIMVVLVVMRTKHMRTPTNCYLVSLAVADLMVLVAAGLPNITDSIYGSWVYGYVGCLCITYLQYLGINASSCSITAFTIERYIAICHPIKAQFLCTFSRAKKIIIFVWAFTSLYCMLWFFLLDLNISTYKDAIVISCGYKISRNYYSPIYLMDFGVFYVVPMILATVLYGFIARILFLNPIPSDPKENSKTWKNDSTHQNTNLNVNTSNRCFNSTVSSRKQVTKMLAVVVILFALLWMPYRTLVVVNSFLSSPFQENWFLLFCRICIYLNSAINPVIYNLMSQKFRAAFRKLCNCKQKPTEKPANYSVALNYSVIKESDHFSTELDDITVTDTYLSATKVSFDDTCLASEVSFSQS
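Enhancer read-out: after compound pinning and an initial kinetic agonist-mode read, an EC20 of TRH (10 nM final) was injected and fluo-8 calcium signal (Ex 480/Em 530) followed at 1 s/cycle for 100 cycles in TRHR-expressing cells.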
Pin1 inh = blocks the human prolyl isomerase Pin1; Q13526; Pin1 FP peptide displacement, HiFluor488, 10 min; Potency, µM (series often up to 115 µM), inactives show at the highest dose activity, negative = inhibition, usual class: inhibitors; actives 0.009% (n = 390,000); active = well fitted inhibition curve with a large enough effect in the polarisation, with a control signal flat, not every such curve was filed as active; inconclusive = small, poorly fitted or top-dose-only effect, or effect the other way, or a change in a side signal; inactive = no such curve, though single readings can be large or run the other way; the % refers to the polarisation; note: potency is the fitted concentration of half-maximal effect; % is set by controls: 0 for no effect and ±100 for the full control effect
Target sequence (Q13526 whole entry, looked up): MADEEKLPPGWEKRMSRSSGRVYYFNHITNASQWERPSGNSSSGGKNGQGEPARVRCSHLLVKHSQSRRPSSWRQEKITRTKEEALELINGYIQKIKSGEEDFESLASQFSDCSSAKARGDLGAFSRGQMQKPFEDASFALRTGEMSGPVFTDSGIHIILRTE
USP1 inh = blocks the human USP1/UAF1 deubiquitinase complex | actives 0.23% (n = 390,000) | AID 743255 | Potency, µM (series often up to 57.1 µM), inactives show at the highest dose activity change, negative = inhibition, hits mostly inhibitors | O94782 | recombinant USP1/UAF1, Ub-Rhodamine cleavage fluorescence; note: potency is the fitted concentration of half-maximal effect; % is set by controls: 0 for no effect and ±100 for the full control effect; nearly all actives have a fitted effect of over 60% in size; inactives centre near -12
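High-throughput fluorogenic screen: 1nM USP1/UAF1 complex, Ub-Rho substrate 150nM final, 50mM HEPES pH 7.8 with 0.5mM EDTA, 0.1 mg/ml BSA, 1mM TCEP and 0.01% Tween-20.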
TrxR1 substrate = substrates of rat thioredoxin reductase 1; O89049; purified TrxR1 substrate turnover, NADPH consumption readout; Potency, µM (highest dose often 114 µM), for the others: top-dose activity change, negative = substrate turnover; actives 0.01% (n = 390,000); AID 588456; note: potency is the fitted concentration of half-maximal effect; % is set by controls: 0 for no effect and ±100 for the full control effect; nearly all actives have a fitted effect of over 50% in size
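Rat TrxR1, dispensed at 90 nM, was prereduced with 400 uM NADPH (final) for 5 min at ~22 deg C, then incubated with compound 15 min before 400 uM selenite. A first-read NADPH fluorescence drop versus no-compound background flagged substrates.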
D2 antagonist = D2 dopamine receptor (human) antagonism | actives 2% (n = 340,000) | P14416 | HEK293 TREx D2 cells, calcium flux, dopamine EC80 | inhibition, % at 10 µM; in the data active = inhibition above about 30%; note: 0% is about no effect
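Tetracycline-induced HEK293 T-REx cells expressing D2 force-coupled to calcium signalling were dye-loaded, exposed to compound for 180 s, then challenged with an EC80 of dopamine; calcium flux was followed kinetically for a further 180 s.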
TRHR ag = TRH receptor (human) agonism | P34981 | TRHR cells, calcium flux fluo-8, FDSS agonist mode | activation, % at 2 µM | actives 0.18% (n = 360,000) | AID 493084; in the data active = activation above about 30%; note: 0% is about no effect
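Fluo-8-loaded TRHR cells; 10 s baseline, compound added, kinetic Ca2+ fluorescence read 1/s, agonist mode.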
TrxR1 inh = blocks rat thioredoxin reductase 1; Potency, µM (highest dose often 114 µM), inactives show at the top dose activity change, negative = inhibition, usual class: inhibitors; actives 1% (n = 390,000); recombinant rTrxR1, NADPH fluorescence consumption, selenite substrate; note: potency is the fitted concentration of half-maximal effect; % is set by controls: 0 for no effect and ±100 for the full control effect; nearly all actives have a fitted effect of over 65% in size
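Rat TrxR1 (90 nM in the dispensed reagent) was pre-reduced with 400 uM NADPH for 5 min at room temperature, then incubated with compound for 15 min. After 400 uM selenite was added, NADPH fluorescence (Ex 340/Em 450 nm) was followed for 8 min.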
The depositor's hits bear a star; ? = inconclusive; / = no result given; [ ] = dose if it differs, or a comment. Unless noted, calls come from the whole dose curve; as a rule, active = well fitted inhibition curve with a large enough effect; inconclusive = small, poorly fitted or top-dose-only effect; inactive = no such curve, though single readings can be large or run the other way. Not all compounds are listed, so the mix of outcomes need not match the whole.

The line under a structure holds: IDH1 R132H inh	D2 ag	TRHR enhancer	Pin1 inh	USP1 inh	TrxR1 substrate	D2 antagonist	TRHR ag	TrxR1 inh
> O=C(NCCCc1ccccc1)c1ccc([N+](=O)[O-])cc1Cl
→ -1%	-0.7	-8	2%	-8%	4%	0	-0.8	15%
> COC(=O)c1ccccc1Oc1ccc(NC(=O)C(C)(C)CCl)cc1
→ 7%	0.2	7	-5%	-14%	7%[57.1 µM]	-6	-0.3	24%[57.1 µM]
> O=C(CN(CCN1CCOCC1)C(=O)Cn1nnc(-c2ccc(F)cc2)n1)NC1CCCCC1
→ 5%	0.7	5	-5%	-7%	6%	71*	-0.3	13%
> Cc1cccc(N2CCN(C(=O)CN3C(=O)COc4ccc(S(=O)(=O)N5CCC(C)CC5)cc43)CC2C)c1 (stereo not drawn)
→ -6%	0.5	-2	?	-16%	1%	/	-0.5	15%
> CN1CCN(/N=C/c2nc(-c3ccccc3)n3ccccc23)CC1
→ 6%	28	2	1%	-6%	-13%	-3	-0.1	?
> Cc1cc(Br)ccc1SCC(=O)N1CCN(S(=O)(=O)c2ccccc2)CC1
→ 1%	0.1	-5	25%	-19%	5%	-8	-1.2	3%
> CCN(C(=O)c1cc2cc3ccc(C)cc3nc2o1)c1ccc(OC)cc1
→ 1%	-0.9	-1	?	-14%	-3%[57.1 µM]	-6	-0.5	-4%[57.1 µM]
> O=C(CC1C(=O)NCCN1Cc1cccc(F)c1)NC1CCCCC1 (stereo not drawn)
→ 3%	0.3	4	-21%	-23%	-4%	0	0.2	?
> O=C(NCc1ccccn1)C(=O)Nc1nc(C23CC4CC(CC(C4)C2)C3)cs1
→ -14%	/	9	6%	-19%	-9%	/	0.4	-17%
> COC(=O)Cn1cnc2c(nnn2-c2ccc(F)cc2)c1=O
→ 2%	/	-3	6%	12%	-3%[57.1 µM]	/	0.1	4%[57.1 µM]
> CC(NC(=O)c1ccccc1NC(=O)c1ccco1)c1ccccc1 (stereo not drawn)
→ 4%	/	0	5%	-4%	18%	/	0.6	33%
> CCC(=O)Nc1ccc(Cl)c(NC(=S)NC(=O)c2ccco2)c1
→ 3%	-0.1	14	-8%	-22%	-12%	-6	-0.9	?
> O=S(=O)(NN=C1CCCCCC1)c1ccc(Cl)cc1
→ -6%	0.0	-1	-2%	-10%	-9%	15	-0.5	0%
> CCSc1nnc(Cn2c(=O)sc3ccccc32)n1C
→ -3%	-0.2	1	-9%	-18%	4%[57.1 µM]	-4	-0.3	13%[57.1 µM]
> Cc1ccc(NC(=O)Cc2coc3ccc(C(C)C)cc23)c(C)c1
→ 10%	-1.0	-1	1%	-8%	-4%	/	0.1	11%
> CCOc1ccc(S(=O)(=O)NCCC(=O)NCC(c2ccc(F)cc2)N2CCOCC2)cc1 (stereo not drawn)
→ 3%	-0.8	2	-5%	-14%	-9%	7	-0.1	-20%
> COc1cccc(C(=O)Nc2ccc(N(C)C)cc2)c1OC
→ 4%	-2.4	-5	3%	-23%	12%[57.1 µM]	-5	0.2	19%[57.1 µM]
> CCOC(=O)c1c(NC(=O)C(C)N2CCN(S(=O)(=O)c3cccs3)CC2)sc2c1CCC(C)C2 (stereo not drawn)
→ -4%	1.0	6	-1%	-8%	-9%	11	1.0	2%
> O=C(CN1C(=O)NC2(CCCCC2)C1=O)NCCc1c[nH]c2ccccc12
→ 5%	0.4	-3	6%	-10%	-10%	2	-0.2	-12%
> COc1ccccc1NC(=O)CN(C)S(=O)(=O)c1ccc2c(c1)c(=O)n(C)c(=O)n2C
→ -7%	-1.0	1	0%	-8%	7%	/	-0.2	28%

Further records:
canonical_smiles,IDH1 R132H inh,D2 ag,TRHR enhancer,Pin1 inh,USP1 inh,TrxR1 substrate,D2 antagonist,TRHR ag,TrxR1 inh
O=C1[C@H]2[C@@H](C3CC3)N3C(=O)CN(CC4CC4)C(=O)[C@@]3(Cc3ccccc3)[C@H]2C(=O)N1c1ccccc1,11%,/,/,-4%,-11%,-8%[57.1 µM],/,/,6%[57.1 µM]
COc1cc(SC)ccc1C(=O)OCc1nc2ccsc2c(=O)[nH]1,8%,0.6,-1,-6%,-9%,-14%,3,-0.1,-13%
COc1ccc2nc(SCC(=O)Nc3cc(OC)c(OC)cc3C(=O)O)c(C)cc2c1,-12%,/,10,?,-1%,5%[57.1 µM],/,-0.5,-4%[57.1 µM]
COCc1nnc(NC(=O)CCS(=O)(=O)c2ccccc2)s1,0%,0.6,15,-1%,-9%,-1%,2,0.5,6%
O=C(CN1C(=O)c2ccccc2C1=O)NN1C(=O)c2ccccc2C1=O,3%,-3.4,-5,-12%,-8%,7%,26,0.4,6%
Cc1nn(CC(=O)NCCc2ccccc2)c(=O)c2cccn12,-3%,-1.3,25,2%,-10%,7%,-3,0.7,17%
CCCCCCC(=O)NC(Nc1ccc(S(N)(=O)=O)cc1)C(Cl)(Cl)Cl (stereo not drawn),-1%,-0.2,1,1%,-10%,-1%,-7,-0.1,11%
Cc1ccc(/C=C/C(=O)OCC(=O)Nc2cccnc2Cl)cc1,-11%,0.4,3,0%,-13%,4%,13,-0.3,14%
O=C(O)CCCNCc1ccccc1F,3%,-1.2,4,7%,-2%,-7%,4,0.6,-21%
COc1ccc(-n2nc3c(N4CCCC(C(=O)NCc5ccc(C)cc5)C4)nnc(C)c3c2C)cc1 (stereo not drawn),0%,1.0,8,43%[activator],-22%,2%[57.1 µM],/,-0.5,7%[57.1 µM]
CC(=O)c1cccc(NC(=O)C2CC(=O)N(C3CCCC3)C2)c1 (stereo not drawn),0%,/,/,-1%,-4%,10%[57.1 µM],/,/,4%[57.1 µM]
CN(C)S(=O)(=O)c1ccc(NC(=O)COc2ncnc3c2cnn3-c2ccccc2)cc1,-2%,-0.1,-4,6%,-5%,4%,11,-0.5,15%
CC(C)N(C(=O)c1sc2cc([N+](=O)[O-])ccc2c1Cl)C(C)C,4%,-1.0,2,0%,-12%,11%,-12,-0.4,21%
CCC(Sc1nc2ccccc2s1)C(=O)Nc1nnc(C)s1 (stereo not drawn),6%,0.4,-5,-5%,-11%,13%,-8,-0.2,24%
C=CCn1c(SCC(=O)Nc2nnc(C)s2)nnc1-c1cccnc1,-6%,-0.5,8,-1%,-5%,-1%[57.1 µM],9,1.5,20%[57.1 µM]
CCN(c1ncnc2c1c(-c1ccccc1)cn2-c1ccccc1)C1CCCCC1,-13%,-0.2,-3,5%,-9%,-7%[57.1 µM],/,-0.2,-4%[57.1 µM]
CC(NC(=O)CN(c1ccc(Cl)cc1Cl)S(=O)(=O)c1ccccc1)c1ccccc1 (stereo not drawn),0%,0.2,-8,10%,-8%,-4%,/,-1.0,24%[11.4 µM]
Cc1ccc(S(=O)(=O)N2CCC(C(=O)N[C@H](C(=O)NCC3CCCO3)C(C)C)CC2)cc1 (stereo partly drawn),0%,0.4,5,-1%,4%,3%,-13,-0.9,14%
CC(C)NC(=O)Nc1ccc2c(c1)C(=O)N([C@H](C)CO)C[C@H](C)[C@@H](CN(C)C(=O)Nc1ccccc1)O2,11%,/,/,0%,-27%,5%,/,/,7%
O=C1N[C@@H](Cc2cn(S(=O)(=O)c3ccc([N+](=O)[O-])cc3)c3ccccc23)C(=O)N[C@H]1Cc1ccccc1,5%,/,/,-4%,6%,-8%,/,/,5%
CC(Nc1nc(N2CCCCC2)nc2ccccc12)c1ccccc1 (stereo not drawn),0%,1.4,-7,-2%,-18%,11%,-25,2.2,-14%
COCCCn1c(=N)c(C(=O)NC2CCCCC2)cc2c(=O)n3cc(C)ccc3nc21,6%,-0.2,4,-30%,-28%,241%[activator],/,-0.2,64%[activator]

Ordered by molar mass (lowest first): part of the list above
canonical_smiles,IDH1 R132H inh,D2 ag,TRHR enhancer,Pin1 inh,USP1 inh,TrxR1 substrate,D2 antagonist,TRHR ag,TrxR1 inh
CC(C)N(C(=O)c1sc2cc([N+](=O)[O-])ccc2c1Cl)C(C)C,4%,-1.0,2,0%,-12%,11%,-12,-0.4,21%
COCCCn1c(=N)c(C(=O)NC2CCCCC2)cc2c(=O)n3cc(C)ccc3nc21,6%,-0.2,4,-30%,-28%,241%[activator],/,-0.2,64%[activator]
Cc1ccc(S(=O)(=O)N2CCC(C(=O)N[C@H](C(=O)NCC3CCCO3)C(C)C)CC2)cc1 (stereo partly drawn),0%,0.4,5,-1%,4%,3%,-13,-0.9,14%
CC(C)NC(=O)Nc1ccc2c(c1)C(=O)N([C@H](C)CO)C[C@H](C)[C@@H](CN(C)C(=O)Nc1ccccc1)O2,11%,/,/,0%,-27%,5%,/,/,7%
